Screens deposited in PubChem BioAssay by several laboratories.
FXIa inh mix: blocks human factor XIa in pooled compound mixtures | P03951 | purified FXIa, fluorogenic substrate | inhibition, % at 5 µM | hit rate 0.19% among 62,000 | AID 680;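 also: each value is inhibition by a whole ten-compound pool holding the compound; 0% = enzyme with no mixture and 100% = wells lacking enzyme; strong numbers were not always called active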
Target sequence (P03951 19-387 limits assumed): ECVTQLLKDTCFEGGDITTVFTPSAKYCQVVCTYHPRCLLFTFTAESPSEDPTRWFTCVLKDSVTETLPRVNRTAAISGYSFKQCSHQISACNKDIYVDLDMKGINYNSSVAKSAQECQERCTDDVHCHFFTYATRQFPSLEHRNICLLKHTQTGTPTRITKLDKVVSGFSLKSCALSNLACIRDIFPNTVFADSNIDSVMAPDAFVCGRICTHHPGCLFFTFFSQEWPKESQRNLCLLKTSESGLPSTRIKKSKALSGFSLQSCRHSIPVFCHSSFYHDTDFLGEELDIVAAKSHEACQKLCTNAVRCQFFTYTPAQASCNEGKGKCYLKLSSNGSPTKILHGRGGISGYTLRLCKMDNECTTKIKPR
Target sequence (P03951 388-625 limits assumed): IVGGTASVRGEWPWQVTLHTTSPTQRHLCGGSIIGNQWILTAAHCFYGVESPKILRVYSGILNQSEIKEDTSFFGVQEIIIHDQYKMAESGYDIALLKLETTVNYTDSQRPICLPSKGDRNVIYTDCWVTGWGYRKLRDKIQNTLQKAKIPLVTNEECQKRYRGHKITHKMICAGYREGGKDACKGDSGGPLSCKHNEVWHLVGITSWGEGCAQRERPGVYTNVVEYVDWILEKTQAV
CatL block: blocks human cathepsin L protease activity; P07711; inhibition, %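 (tested at 10 µM)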; purified cathepsin L, fluorogenic substrate, fluorescence; hit rate 0.17% among 58,000; in the data active = inhibition above about 45%;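 also: 0% = enzyme with no compound and 100% = no enzyme blank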
Target sequence (P07711 114-288 limits assumed): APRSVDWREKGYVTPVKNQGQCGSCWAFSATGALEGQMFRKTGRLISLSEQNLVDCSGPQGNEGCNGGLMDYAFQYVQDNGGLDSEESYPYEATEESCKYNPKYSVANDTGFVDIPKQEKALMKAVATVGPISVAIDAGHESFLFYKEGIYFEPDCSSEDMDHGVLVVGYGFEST
Target sequence (P07711 292-333 limits assumed): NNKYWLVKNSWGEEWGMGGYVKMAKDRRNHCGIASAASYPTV
CatG inh: inhibitors of human cathepsin G; P08311; purified enzyme, AMC-tetrapeptide fluorescence, pooled mixtures; inhibition, % at 5 µM (by protocol); hit rate 0.2% among 62,000; AID 581;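 active = inhibition above 20% in each of the two mixture wells holding the compound; inactive = inhibition of 20% or less in either well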;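 also: 0% = enzyme control without mixture and 100% = blank lacking enzyme; strong numbers were not always called active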
Target sequence (P08311 21-244 limits assumed): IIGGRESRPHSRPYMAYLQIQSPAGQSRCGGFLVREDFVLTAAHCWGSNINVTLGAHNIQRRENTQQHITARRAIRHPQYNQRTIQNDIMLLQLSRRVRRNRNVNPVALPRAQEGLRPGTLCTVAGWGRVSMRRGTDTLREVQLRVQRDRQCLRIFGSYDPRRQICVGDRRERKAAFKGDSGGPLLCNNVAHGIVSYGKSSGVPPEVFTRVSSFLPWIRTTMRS
CatB inh: blocks human cathepsin B protease activity; P07858; purified cathepsin B, fluorogenic substrate, fluorescence; inhibition, %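 (tested at 10 µM)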; hit rate 0.1% among 63,000; AID 453; in the data active = inhibition above about 21%;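 also: 0% = enzyme with no compound and 100% = no enzyme blank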
CatS inh: human cathepsin S inhibition. P25774. inhibition, %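 (tested at 5 µM per compound within 10-compound mixtures)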. recombinant cathepsin S, AMC dipeptide fluorescence, pooled mixtures. hit rate 0.06% among 62,000; in the data active = inhibition above about 32%, passing the limit was not always enough;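 also: 0% = enzyme without compound and 100% = blank without enzyme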
CatB mix inh: human cathepsin B inhibition by mixtures; hit rate 0.06% among 62,000; Purified cathepsin B, AMC dipeptide fluorescence, compound mixtures; AID 488; inhibition, %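 (ten-compound pools at 5 µM per compound and 50 µM total)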; in the data active = inhibition above about 22%, passing the limit was not always enough;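 also: 0% = enzyme without compound and 100% = no enzyme blank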
C1s inh: blocks human complement C1s protease activity; purified C1s, fluorogenic AMC substrate, pooled mixtures; P09871; hit rate 0.16% among 62,000; mean inhibition % of two 10-compound mixtures (stronger effect = higher value), % at 5 µM (by protocol);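 active = inhibition above 20% in each of the two 10-compound mixture wells holding the compound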;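 also: 0% = enzyme wells lacking compound mixture and 100% = no-enzyme blank wells; some compounds called inactive have numbers as strong as hits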
FXIIa inh mix: factor XIIa (human) inhibition, mixture screen | hit rate 0.2% among 62,000 | purified FXIIa, fluorogenic substrate, pooled mixtures | inhibition, % at 5 µM | AID 684 | P00748;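 also: 0% = enzyme without compound and 100% = no enzyme blank; some results filed as inactive read as strong as hits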
A340 absorber: compounds absorbing at 340 nm. AID 708. fold change at 10 µM. 65,000 tested, under 10 active. compound absorbance at 340 nm, fold over control;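 active = at 10 µM dose, initial 340 nm absorbance at least 2 fold that of control wells; inactive = change under 2 fold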;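 also: initial absorbance extrapolated from kinetic A340 decline of NADH oxidation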
Active calls of the source: *; . = not tested or not shown. Rule as the data show it, unless noted: active = inhibition above about 20% (passing the limit was not always enough); inactive = the rest. Not all compounds are listed. The share of hits here may be higher or lower than overall.

structure	FXIa inh mix	CatL block	CatG inh	CatB inh	CatS inh	CatB mix inh	C1s inh	FXIIa inh mix	A340 absorber
Clc1ccc(-n2nnnc2Sc2ncnc3sccc23)cc1	1.5	-1.4	4.9	4.2	12.3	0.6	0.7	6.1	0.98
COc1cccc(N2C(=O)C3ON(c4ccccc4)C(c4cccs4)C3C2=O)c1 (stereo not given)	9.1	20.8	2.7	-0.6	5.1	5.3	-24.3	-0.6	1.03
CCOC(=O)C1=C(C)NC2=C(C(=O)CCC2)C1c1ccc(N(C)C)cc1 (stereo not given)	-5.1	-4.2	8.9	-2.0	1.6	2.9	-0.5	7.1	1.11
Cc1ccc(N2CC(C(=O)OCC(=O)C(C)(C)C)CC2=O)cc1C (stereo not given)	-3.0	6.0	9.7	2.8	1.1	1.0	3.9	9.7	1.02
COc1ccc(N2CCN(S(=O)(=O)/C=C/c3ccccc3)CC2)cc1	6.7	12.3	1.2	-6.4	3.2	6.2	-27.1	-3.2	1.05
CCCC(=O)N1CCN(c2ccc(NC(=O)c3ccc(Br)o3)cc2)CC1	0.8	6.1	-5.7	12.4	9.3	45.8	-2.9	4.6	1
CCOC(=O)COc1ccc(N)cc1CC(NC(C)=O)(C(=O)OCC)C(=O)OCC	5.0	5.9	-2.2	6.0	11.9	4.8	2.2	3.8	1.03
O=C(CSc1nnc(-c2cccnc2)n1Cc1ccco1)Nc1nc(-c2ccc(F)cc2)cs1	0.7	8.1	9.8	2.2	2.5	3.3	3.0	-2.5	1
Cc1nc(-n2nnc3ccccc32)c2c3c(sc2n1)CCCC3	7.2	-7.8	-0.4	-1.7	-3.4	4.7	-2.7	-15.9	1.06
CC(C)C(c1nnnn1C1CCCCC1)N1CCOCC1 (stereo not given)	3.8	7.0	8.1	0.2	-7.0	0.7	10.2	-20.4	1
COC(=O)c1sccc1NC(=O)C1C2C=CC(O2)C1C(=O)O (stereo not given)	-3.2	.	1.9	-0.2	-12.9	0.1	-41.6	1.5	1.06
CC(NC(=O)c1cccnc1)C(c1cccs1)N1CCN(C)CC1 (stereo not given)	6.1	3.5	7.3	6.5	-0.5	4.9	14.7	4.1	1.02
c1cc(C2OCCN2CC2COC3(CCCC3)O2)ccn1 (stereo not given)	4.6	-2.7	13.0	0.4	-6.2	8.1	19.6	-14.6	1.01
COc1cc(SC)ccc1C(=O)NC1CCCCC1	-7.1	7.1	-0.8	0.5	3.4	-5.6	-34.0	-16.4	1.05
c1nc(N2CCNCC2)c2sc3nc(N4CCOCC4)c4c(c3c2n1)CCC4	6.6	0.3	6.8	6.9	-2.5	3.0	7.7	-3.8	1.13
COc1cccc(C(=O)Nc2ncc3c(n2)CC(c2ccc(OC)cc2OC)CC3=O)c1 (stereo not given)	3.6	1.4	-0.5	-0.4	5.9	3.3	0.6	0.2	1.01
CCC1(C)COC2(OC1)C(=O)Nc1ccccc12 (stereo not given)	-2.4	6.8	6.2	0.1	-7.5	0.6	-0.6	7.7	1
O=C(Nc1ccccc1C(F)(F)F)N1CCC(n2c(=O)[nH]c3ccccc32)CC1	3.9	6.6	16.9	-4.2	3.2	6.3	2.9	2.8	1.01
CCCCOc1ccc(NC(=O)c2cnc(C)cn2)cc1	8.3	3.3	0.4	-3.3	18.3	3.0	4.0	1.7	1.05
COc1ccc(Nc2nc(C)cc(C)c2C#N)cc1	13.1	26.3	3.9	3.8	7.3	-0.5	-24.3	10.8	1.1
N#Cc1c(NC(=O)CSc2ncnc3sccc23)oc(-c2ccco2)c1-c1ccco1	3.1	11.8	8.4	1.9	3.5	1.9	6.6	1.7	1.11
CCN(CCNS(=O)(=O)c1ccc2[nH]c(=O)sc2c1)c1ccccc1	-2.4	.	-8.1	1.7	-19.3	-3.5	-68.0	-2.0	0.99
CC1(C)CC(=O)c2cc(C(=O)N3CCN(CCO)CC3)c(=O)n(-c3ccc(Cl)cc3)c2C1	-0.9	.	0.0	-5.7	10.0	-4.5	-0.6	4.1	1.07
Cc1cccc(-n2ncc3c(Nc4c(C)n(C)n(-c5ccccc5)c4=O)ncnc32)c1	6.6	1.1	-10.9	2.1	-6.9	-1.5	-27.7	6.3	1.02
CCc1nnc(NC(=O)c2nc3nccc(C)n3n2)s1	1.4	-6.0	-9.2	1.7	-4.8	-1.9	-28.9	-11.1	1.09
CCn1c(SCC(=O)Nc2cccc(NC(=O)c3ccco3)c2)nnc1-c1cccs1	-0.2	2.1	2.4	-5.0	11.0	-2.5	0.1	-1.2	0.98
CC(C)C(OC(=O)c1ccco1)C(=O)NCc1ccccc1 (stereo not given)	3.4	9.5	10.0	4.4	-2.2	3.9	8.7	-2.7	1
COCC(C)NC(=O)c1ccccc1OC(C)=O (stereo not given)	8.3	-8.6	6.7	-0.3	-9.4	2.5	-1.9	5.0	1.01
COc1ccc(N=C2SC(C(=O)Nc3ccc4c(c3)OCO4)CC(=O)N2C)cc1 (stereo not given)	0.7	13.5	-13.3	0.5	1.7	-8.3	-97.2	7.1	1.04
CCC(=O)N1CCN(c2cc(C)ccc2C)CC1	5.5	6.7	12.4	2.3	10.5	2.9	3.9	-15.9	0.97

structure	FXIa inh mix	CatL block	CatG inh	CatB inh	CatS inh	CatB mix inh	C1s inh	FXIIa inh mix	A340 absorber
Cc1ccc2nc(NC(=O)Cn3cc4c(n3)CCCCC4)sc2c1	6.6	-3.3	8.9	0.6	-5.7	2.3	10.9	-20.9	0.99
CCc1nnc(NC(=O)CSc2nc3c(c(=O)n2C)SC(C)C3)s1 (stereo not given)	3.0	15.0	-9.3	12.0	6.5	8.3	-46.1	4.1	1.1
CCOC(=O)C1CCCN(C(=O)c2cnn3c(C(F)F)cc(-c4ccc(C)cc4)nc23)C1 (stereo not given)	7.9	0.2	-6.2	4.9	12.7	5.1	-12.5	0.8	1.09
O=C(NC1CC1)c1ccc(S(=O)(=O)NCC2CCCCC2)cc1	-0.6	0.0	-3.4	4.6	-4.1	7.6	-12.1	6.6	0.97
CCCCC1CCC(C(=O)Nc2c(C)n(C)n(-c3ccccc3)c2=O)CC1 (stereo not given)	6.3	14.7	3.3	1.1	4.7	7.5	0.8	-18.4	1.01
COc1ccc(CN2CCCCC2C)c(C)c1C (stereo not given)	3.3	1.2	1.7	-3.2	-6.4	5.3	6.8	1.7	1.04
CN1CCN(C(=O)c2cc3c(n(-c4ccccc4)c2=O)CC(C)(C)CC3=O)CC1	-1.6	10.9	-0.1	-1.7	15.7	-1.6	1.5	-20.1	1
CCCC(c1nnnn1C(C)(C)CC)N1CCN(C2CCCC2)CC1 (stereo not given)	-21.7	-3.2	-12.6	2.1	5.0	2.3	-29.8	-0.8	0.98
C=CCn1c(SCC(=O)O)nnc1-c1cccc(Cl)c1	8.9	5.9	4.5	4.3	-3.4	7.0	15.3	-8.6	0.98
CNC(=O)CN1C(=O)C2C3C=CC(C3)C2C1=O (stereo not given)	6.7	2.1	8.0	4.8	-7.8	0.5	9.5	-0.4	0.98
Cc1cccc(C(=O)Nc2ccc(CC(=O)O)cc2)c1	-6.4	-3.1	-0.5	-3.4	6.1	0.4	-11.2	3.2	1.03
Cc1cccc(Nc2nc(N)nc(CN3CCN(c4ccccc4)CC3)n2)c1	0.1	-2.2	-3.4	7.8	8.2	4.2	-15.3	-4.5	0.99
COc1ccc(-c2nc(CS(=O)CC(=O)N3CCCC3)c(C)o2)cc1 (stereo not given)	8.9	33.4	10.5	4.8	15.5	6.2	-5.4	4.5	0.98
Cn1c(=O)c2c(nc(CN3CCC(C(N)=O)CC3)n2Cc2ccccc2Cl)n(C)c1=O	13.2	35.6	17.8	3.8	12.8	1.2	9.5	1.2	0.99
CN(C)S(=O)(=O)c1cccc(C(=O)NCCc2ccccc2)c1	-0.5	6.0	-9.1	6.8	6.6	4.3	-7.3	-11.3	1.04
CCCn1c(=O)c2ccccc2n2c(SCc3nc4ccccc4s3)nnc12	6.5	.	7.8	2.3	-9.2	0.2	11.6	-6.2	1.02
CCC(=O)Nc1nc2c(OC)ccc(C)c2s1	3.0	.	-2.3	-5.1	-4.9	1.5	-8.5	4.5	1.03
CC1(C)Cc2c(C#N)c(N)sc(=S)c2CO1	10.6	-0.4	10.8	3.0	-3.4	7.1	7.9	3.6	0.81
CCn1c(=O)c(C(=O)NCc2ccccn2)c(O)c2ccccc21	6.9	-9.7	-0.7	-3.9	-7.2	3.6	-40.0	-2.6	1.04
Cc1ccc2[nH]c3c(N4CCN(Cc5ccc6c(c5)OCO6)CC4)ncnc3c2c1	-0.2	-62.1	7.2	-2.7	4.3	2.4	-0.9	4.1	1.07
O=C(CSc1oc(-c2ccc(F)cc2)nc1S(=O)(=O)c1ccc(F)cc1)NCC1CCCO1 (stereo not given)	5.2	16.4	-2.3	4.9	16.7	2.5	-4.3	3.7	1.05
CCc1nnc(NC(=O)CSc2nnc(COc3ccc(C#N)cc3)n2-c2ccccc2)s1	4.8	.	9.0	0.7	4.8	-4.0	1.3	-2.1	1.04
CCSC1=C(C#N)C2(CCCCC2)C(C#N)=C(N)N1	8.5	-3.5	9.1	6.1	13.1	3.7	12.7	3.7	1.04
Cn1c(=O)c2c(ncn2CC(=O)Nc2cc(Cl)c(Cl)cc2Cl)n(C)c1=O	4.0	1.8	-3.3	0.4	1.9	1.7	1.2	4.2	0.98
O=C(O)C1CCCCC1C(=O)Nc1cnn(Cc2ccccc2)c1 (stereo not given)	7.3	6.1	-4.8	6.1	14.5	-0.3	-4.3	-12.7	0.99
Cc1ccc(-c2nnn(CC(=O)Nc3ccc(S(=O)(=O)N4CCC(C)CC4)cc3)n2)cc1	-3.2	14.1	10.7	0.6	-2.9	-1.9	3.3	8.8	1.01
c1ccc(-c2nn3c(C4COc5ccccc5O4)nnc3s2)cc1 (stereo not given)	1.6	0.2	-3.3	-2.9	-2.5	5.6	-14.8	3.6	1.02
COC(=O)CNC(=O)C1CCN(c2nc(C)cc(C)n2)CC1	0.7	5.0	-0.2	-1.5	8.2	-2.9	-3.9	5.3	1
CC(C)OC(=O)CSc1nnc(-c2ccc(Cl)cc2Cl)o1	1.7	15.8	-2.1	3.9	-1.1	1.1	2.5	6.4	0.99
NS(=O)(=O)c1ccc(NC(=O)CSc2nnc(-c3cnccn3)n2-c2ccccc2)cc1	-0.1	18.4	10.7	3.6	3.2	-0.7	-0.4	8.9	1.02

structure	FXIa inh mix	CatL block	CatG inh	CatB inh	CatS inh	CatB mix inh	C1s inh	FXIIa inh mix	A340 absorber
Cc1cc(NC(=O)CSc2nnc(COc3cccc(C)c3C)n2C)no1	3.7	7.9	-4.3	5.1	10.7	3.1	-2.6	2.5	1.03
COc1ccc2cc(C(c3nnnn3Cc3ccc(F)cc3)N3CCCCCC3)c(=O)[nH]c2c1 (stereo not given)	-3.3	.	1.4	-0.2	-7.4	-1.8	-82.3	4.9	1.09
CCCOc1ccc(N2C(=O)CC(N3CCN(c4nc5ccccc5s4)CC3)C2=O)cc1 (stereo not given)	14.2	7.3	5.4	-3.7	15.0	-1.2	0.3	-19.9	1.05
COc1ccc(CNC(=O)CSc2ncn[nH]2)cc1	5.6	6.3	16.4	-2.9	3.5	8.5	1.2	6.9	1
CC1CCN(S(=O)(=O)c2ccc(S(=O)(=O)NCC3COCCO3)cc2)CC1 (stereo not given)	8.7	31.7	5.7	3.5	7.9	-2.3	-9.7	3.2	1.01

Sorted by SMILES length (lowest first): three of the compounds above.
structure	FXIa inh mix	CatL block	CatG inh	CatB inh	CatS inh	CatB mix inh	C1s inh	FXIIa inh mix	A340 absorber
COc1ccc(CNC(=O)CSc2ncn[nH]2)cc1	5.6	6.3	16.4	-2.9	3.5	8.5	1.2	6.9	1
CCCOc1ccc(N2C(=O)CC(N3CCN(c4nc5ccccc5s4)CC3)C2=O)cc1 (stereo not given)	14.2	7.3	5.4	-3.7	15.0	-1.2	0.3	-19.9	1.05
COc1ccc2cc(C(c3nnnn3Cc3ccc(F)cc3)N3CCCCCC3)c(=O)[nH]c2c1 (stereo not given)	-3.3	.	1.4	-0.2	-7.4	-1.8	-82.3	4.9	1.09
